Source: PubChem
Pol iota inh: DNA polymerase iota (human) inhibition; Pol iota fluorescent replication assay, 10 min; hit rate 1% among 390,000; AID 588590; Q9UNA4; Potency, µM (highest dose often 115 µM), for inactives: top-dose activity, negative = inhibition, actives largely listed as inhibitors
Target sequence (Q9UNA4 whole entry, looked up): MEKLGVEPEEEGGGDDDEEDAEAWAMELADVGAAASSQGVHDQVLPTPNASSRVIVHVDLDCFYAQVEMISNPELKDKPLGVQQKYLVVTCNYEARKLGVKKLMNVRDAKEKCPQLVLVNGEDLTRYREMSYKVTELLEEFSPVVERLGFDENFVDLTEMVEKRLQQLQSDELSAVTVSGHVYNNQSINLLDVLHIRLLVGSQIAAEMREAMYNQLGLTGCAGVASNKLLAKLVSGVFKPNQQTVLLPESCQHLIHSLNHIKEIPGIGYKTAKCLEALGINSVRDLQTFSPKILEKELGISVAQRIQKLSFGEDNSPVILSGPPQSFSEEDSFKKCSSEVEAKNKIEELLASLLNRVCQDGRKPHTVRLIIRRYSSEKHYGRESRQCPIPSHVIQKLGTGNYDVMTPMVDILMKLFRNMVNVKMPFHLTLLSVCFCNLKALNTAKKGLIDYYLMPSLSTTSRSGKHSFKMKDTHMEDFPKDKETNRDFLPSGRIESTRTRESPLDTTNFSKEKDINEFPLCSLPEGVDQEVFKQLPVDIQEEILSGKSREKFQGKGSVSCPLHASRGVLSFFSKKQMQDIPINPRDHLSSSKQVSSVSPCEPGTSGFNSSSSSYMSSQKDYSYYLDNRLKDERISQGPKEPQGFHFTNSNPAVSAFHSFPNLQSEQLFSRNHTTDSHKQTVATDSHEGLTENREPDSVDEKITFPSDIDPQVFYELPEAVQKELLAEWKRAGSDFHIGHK
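Fluorescent replication assay read twice, at 0 min and 10 min after adding 50 nM (final) substrate. Enzyme (10 nM) and compounds were first incubated 15 min at room temperature; enzyme-free buffer wells were negative controls.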
Pol kappa inh: DNA polymerase kappa (human) inhibition. purified Pol kappa, fluorescent DNA synthesis assay, 10 min. hit rate 0.53% among 400,000. Potency, µM (highest dose often 107 µM), for the others: at the top dose activity, negative = inhibition, hits mostly inhibitors. AID 588579; also: % is scaled to controls: 0 for no effect and ±100 for the full control effect
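50 nM final substrate added after 15 min RT preincubation of 10 nM Pol kappa with compound; fluorescence read at 0 and 10 min.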
Pol beta inh: DNA polymerase beta (human) inhibition; P06746; Pol beta primer extension/strand displacement, fluorescence kinetic; Potency, µM (top dose mostly 114 µM), for inactives: at the top dose activity change, negative = inhibition, usual class: inhibitors; hit rate 1.3% among 340,000; also: % is scaled to controls: 0 for no effect and ±100 for the full control effect
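Preincubation: enzyme (10 nM) with compound, 15 min, RT. Reaction: substrate added to 50 nM final. Reads: 0 and 10 min. Analysis: normalized, Hill fit.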
BAZ2B block: BAZ2B (human) inhibition. Potency, µM (highest dose often 114 µM), inactives show at the highest dose activity change, negative = inhibition, hits mostly inhibitors. hit rate 4.4% among 360,000. AlphaScreen BAZ2B-H3K14Ac peptide displacement. AID 504333; also: % is scaled to controls: 0 for no effect and ±100 for the full control effect; nearly all actives have a fitted effect of over 60% in size
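Multi-concentration screen (max 110 uM) measuring displacement of acetylated histone H3 peptide from BAZ2B by AlphaScreen, using 50 nM protein, 50 nM peptide and 10 ug/mL streptavidin donor plus Ni-chelate acceptor beads.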
Apoferritin bind: candidate novel general anesthetic via apoferritin binding | P02791 | apoferritin/1-aminoanthracene competitive binding, fluorescence | Potency, µM (top dose mostly 77.5 µM), for inactives: at the highest dose activity change, negative = displacement, actives largely listed as inhibitors | hit rate 0.074% among 350,000; also: % is scaled to controls: 0 for no effect and ±100 for the full control effect; nearly all actives have a fitted effect of over 20% in size
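Probe: 1-aminoanthracene (50% saturated, PBS). Protein: horse-spleen apoferritin, 10 uM. Incubation: 10 min, room temperature. Detection: 380 nm excitation, 535 nm emission. Analysis: normalized response, four-parameter Hill.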
G9a block: G9a (human) methyltransferase inhibition; Q96KQ7; G9a H3K9 monomethylation, AlphaScreen, 2 h; Potency, µM (series often up to 102 µM), for the others: top-dose activity, negative = inhibition, most hits filed as inhibitors; hit rate 8.8% among 350,000; also: % is scaled to controls: 0 for no effect and ±100 for the full control effect; nearly all actives have a fitted effect of over 75% in size
Target sequence (Q96KQ7 913-1193 limits assumed): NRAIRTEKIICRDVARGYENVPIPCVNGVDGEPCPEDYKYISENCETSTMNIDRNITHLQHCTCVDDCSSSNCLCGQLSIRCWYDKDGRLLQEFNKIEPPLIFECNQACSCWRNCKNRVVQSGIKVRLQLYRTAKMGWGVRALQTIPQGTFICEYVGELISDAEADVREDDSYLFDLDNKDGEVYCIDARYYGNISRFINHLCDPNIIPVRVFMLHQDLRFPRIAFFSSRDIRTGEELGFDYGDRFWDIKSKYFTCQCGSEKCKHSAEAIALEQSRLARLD
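Readings reflect AlphaScreen signal from monomethyl-H3K9 antibody detection. HMT at 20 nM; substrate b-H3K9 500 nM; cofactor SAM 20 uM; 2 h RT reaction; compounds tested as titrations in qHTS with 15 min preincubation.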
APE1 inh: blocks human APE1 abasic DNA cleavage; P27695; recombinant APE1, TAMRA/BHQ-2 abasic DNA cleavage fluorescence; Potency, µM (series often up to 65.8 µM), inactives show at the top dose activity change, negative = inhibition, usual class: inhibitors; hit rate 0.35% among 350,000; AID 2517;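 also: plate controls were vehicle for no effect and reference inhibitor for full effect; nearly all actives have a fitted effect of over 55% in size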
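Substrate: short duplex with […] THF abasic site, 5'-TAMRA and 3'-BHQ-2, 50 nM final. APE1 at 0.75 nM, preincubated 15 min RT with compound. Fluorescence increase from first to third read measured activity.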
BLM inh: inhibitors of human Bloom syndrome helicase BLM. P54132. recombinant BLM DNA unwinding, fluorescence dequenching. Potency, µM (series often up to 56.1 µM), inactives show top-dose activity change, negative = inhibition, hits mostly inhibitors. hit rate 0.2% among 350,000;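 also: plate controls were vehicle for no effect and no enzyme for full effect; nearly all actives have a fitted effect of over 35% in size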
Pol eta inh: DNA polymerase eta (human) inhibition; recombinant Pol eta, fluorescent DNA replication assay; Potency, µM (top dose mostly 114 µM), for the others: at the top dose activity change, negative = inhibition, usual class: inhibitors; hit rate 1.2% among 390,000; AID 588591; Q9Y253; also: % is scaled to controls: 0 for no effect and ±100 for the full control effect
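Pol eta at 10 nM preincubated with compounds 15 min at room temperature; reaction started with fluorescent substrate (50 nM final) and read kinetically at 0 and 10 min.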
Starred values were filed as active, the others as inactive; ? = inconclusive; · = not tested or not shown; [ ] = another dose, or the depositor's remark. Calls follow the shape of the dose curve; as a rule, active = well fitted curve in the direction sought with a large enough effect; inconclusive = small, poorly fitted or top-dose-only effect, or another doubt; inactive = no such curve, though single readings can be large; an effect the other way counts as inactive or inconclusive. Potency is read from the fitted curve at half-maximal effect.

cpd | SMILES | Pol iota inh | Pol kappa inh | Pol beta inh | BAZ2B block | Apoferritin bind | G9a block | APE1 inh | BLM inh | Pol eta inh
1 | Cc1ccc(CNC(=O)C2CCN(C(=O)c3cnn(-c4ccccc4)c3-n3cccc3)CC2)cc1 | 3% | -4% | 23% | -25% | -14% | -5%[59 µM] | · | -3% | ·
2 | CC(C)(C)n1nc2c(c1NC(=O)Cc1ccccc1)CS(=O)(=O)C2 | 56% | -10% | 23% | -6% | -4% | -6% | -3% | -4% | -13%
3 | Cc1ncsc1CCC(=O)N1CCCC(Nc2ccc(F)c(F)c2)C1 (stereo unspecified) | 14% | -15% | -2% | -21% | -11% | 28% | 25% | 1% | -12%
4 | Cc1ccc(-c2csc(NC(=S)NC(=O)c3cc4ccccc4o3)n2)cc1 | 6% | -9% | -28% | -1% | -6% | -8%[59 µM] | 0% | 0% | -3%
5 | COc1cc(C(=O)NNC(=S)NC(=O)c2ccccc2C)cc(OC)c1OC | 9% | -1% | 24% | 0% | -7% | ? | 4% | 0% | -18%
6 | Cc1ccc(-n2ncc(C(=O)NC3CCCCC3)c2C2CCN(C(=O)OC(C)(C)C)CC2)cc1 | 9% | 0% | -16% | 15%[57.1 µM] | 34%[activator] | -3%[59 µM] | · | -1% | -16%
7 | COc1c(/C=N/Nc2nc(N3CCCCC3)nc(N3CCCCC3)n2)cccc1[N+](=O)[O-] | 11% | 4% | 10% | -34% | -17% | 21%[59 µM] | -2% | -6% | -4%
8 | O=S(=O)(c1ccc(F)cc1)N1CCN(CC(O)COc2ccccc2F)CC1 (stereo unspecified) | 162%[activator] | 4% | 52% | 20µM* | -5% | 8.9µM* | -8% | -2% | -18%
9 | CN1CCN(/N=C/c2ccc(Br)cc2)CC1 | 33%[activator] | -20% | 17% | 12% | -8% | ? | 4% | -3% | 0%
10 | Fc1ccc(-n2nnc(-c3ccnc4ccccc34)n2)cc1 | -2% | 1% | 21% | -16% | -8% | -5%[59 µM] | -5% | -4% | 3%
11 | Cc1cccc(N2CCN(C(=O)c3ccoc3C)CC2)c1C | 9% | 6% | 1% | -36% | 7% | -11%[59 µM] | -1% | 1% | -7%
12 | COc1ccc(Cn2c(CNS(=O)(=O)c3ccc(Cl)s3)nc3cccnc32)cc1 | 11% | -1%[60.1 µM] | -21% | -3% | -21% | 36%[59 µM] | · | -2% | -15%
13 | O=C(Nc1ccccc1C(=O)N/N=C/c1ccccc1)c1ccco1 | 24% | -10% | 9% | -9% | 2% | 32% | -11% | -2% | -1%
14 | CCOC(=O)Nc1nc(-c2ccccc2)c(C(=O)c2ccc(Cl)cc2)s1 | -10% | -3% | 1% | -10% | ? | 19%[2.33 µM] | -7% | -6% | -22%
15 | CSc1oc(-c2ccco2)nc1S(=O)(=O)c1ccc(C)cc1 | 40%[activator] | -15% | 0% | -4% | -16% | 28µM* | -12% | -5% | -6%
16 | Cc1onc(-c2ccccc2)c1C(=O)NCc1cccs1 | 1% | -3% | -4% | 0% | -14% | 16%[59 µM] | 2% | -2% | 10%
17 | COC(=O)CC1SC(=O)NC1=Nc1ccc(C)cc1 (stereo unspecified) | 15% | -7%[60.1 µM] | -22% | -3% | 1% | 15%[12.7 µM] | -1% | 1% | 12%
18 | O=C(NC1CCCC1)C(=O)N(Cc1cccnc1)C(C(=O)NCc1ccco1)c1ccccc1F (stereo unspecified) | 14% | 8% | -14% | -12% | -5% | -2% | 4% | -2% | -14%
19 | CCCN1/C(=C2/SC(=S)N(CC)C2=O)C=Cc2ccccc21 | ? | -3% | 0% | 2µM* | -16% | ? | 6% | 0% | -7%
20 | COc1ccc(-c2csc3ncn(-c4ccccc4)c(=O)c23)cc1OC | 30%[activator] | -3% | 0% | -27% | -15% | -24% | 0% | -4% | -5%
21 | COc1ccc2cc(C#N)c(SCC(=O)Nc3nonc3C)nc2c1 | 43%[activator] | 0% | 1% | 3% | -10% | 11%[59 µM] | 5%[12.4 µM] | 0% | -17%
22 | CC(C)OC(=O)CSc1nnc(-c2ccc(Cl)cc2)n1N | 4% | -1% | 29% | -1% | -8% | ? | -5% | -3% | -1%
23 | O=C(COc1ccc(-c2nnco2)cc1)Nc1ccc(C(F)(F)F)cc1 | 75%[activator] | -1% | · | -8% | · | ? | -4% | · | -20%
24 | CCc1noc(C)c1C(=O)N(CC)CC(=O)Nc1ccccc1C(F)(F)F | -1% | 1% | · | -3% | · | -12%[2.33 µM] | 14% | · | -17%
25 | COc1ccc(C(C)C)cc1S(=O)(=O)NCCCn1ccnc1 | 15% | -15% | 16% | -26% | -13% | 20% | 14% | -6% | -4%
26 | Cc1ccccc1NC(=O)Nc1nnc(N(C)Cc2ccccc2)s1 | -12% | -6% | -18% | -2% | -15% | 4%[59 µM] | · | -4% | 3%
27 | CC1CCN(C(=O)COC(=O)c2ccc3c(c2)C(=O)N(Cc2ccco2)C3=O)CC1 | 43%[activator] | -12% | · | -13% | · | 56µM* | -12% | · | -9%
28 | COc1ccc(Cc2noc(CN(C)CCc3ccccc3)n2)cc1OC | 31%[activator] | -15% | -2% | -12% | 12% | · | 5% | -6% | 3%
29 | O=C(NCc1ccc(Cl)cc1)c1ccc2oc(=O)n(Cc3ccccc3)c2c1 | -9% | -23%[60.1 µM] | 1% | -7% | 120%[activator] | 29%[59 µM] | · | -3% | -10%
30 | O=C(O)CSCCC(=O)Nc1ccc(F)cc1 | -7% | -2% | 25% | 2% | -7% | -39% | -4% | 3% | -11%
31 | CCCCn1c(CNC(=O)CCC)nc2ccccc21 | -8% | -2% | 5% | 7% | 2% | -8%[59 µM] | 4% | 1% | -10%
32 | CC1=Nc2ccccc2NC(=O)C1Sc1nnc(C)s1 (stereo unspecified) | 34%[activator] | -18% | 9% | 7% | -6% | -45%[59 µM] | 17% | 6% | -17%
33 | Cc1ccc(NC(=O)c2ccc(NCc3ccco3)c([N+](=O)[O-])c2)cc1Cl | 31%[activator] | -5% | 1% | -2% | 5% | 5%[59 µM] | 3% | -4% | ?
34 | Cc1ccsc1C(=O)NNC(=O)COc1ccccc1Cl | 25% | 16% | · | -4% | · | 0% | 18% | · | -1%
35 | CCCN(CC(=O)Nc1cc(C)on1)S(=O)(=O)c1cccc(C(F)(F)F)c1 | 38%[activator] | -6% | 6% | · | -17% | 6% | -6% | 0% | -13%
36 | CC(=O)Nc1cccc(OC(=O)c2ccoc2C)c1 | -17% | -7% | 7% | 11% | 7% | -21%[12.7 µM] | ? | -15% | 8%
37 | Cc1ccc(S(=O)(=O)Nc2c(C)nn(C)c2C)cc1 | 4% | -2% | 4% | 7% | -3% | 2% | 1% | -1% | 2%
38 | Cc1ccc(-c2nnc(N3CCCCC3)c3ccccc23)cc1 | 13% | -3% | -17% | -21% | -15% | -5% | -10% | -2% | -4%
39 | Cc1ccc(NC(=O)C2CC(O)CN2C(=O)OCc2ccccc2)c(C)c1 (stereo unspecified) | 19% | -7% | 6% | 2% | -4% | -2% | 28% | -1% | -4%
40 | C=CCC(C=C)S(=O)(=O)c1ccc(C)cc1 (stereo unspecified) | 2% | -13% | -15% | 1% | -22% | -25%[59 µM] | 19% | -17% | 5%

A different layout for some results above.
The line under a structure holds: Pol iota inh | Pol kappa inh | Pol beta inh | BAZ2B block | Apoferritin bind | G9a block | APE1 inh | BLM inh | Pol eta inh
30) O=C(O)CSCCC(=O)Nc1ccc(F)cc1
→ -7% | -2% | 25% | 2% | -7% | -39% | -4% | 3% | -11%
36) CC(=O)Nc1cccc(OC(=O)c2ccoc2C)c1
→ -17% | -7% | 7% | 11% | 7% | -21%[12.7 µM] | ? | -15% | 8%

The listing continues.
cpd | SMILES | Pol iota inh | Pol kappa inh | Pol beta inh | BAZ2B block | Apoferritin bind | G9a block | APE1 inh | BLM inh | Pol eta inh
41 | Cc1c(C(=O)Nc2ccccc2Cl)sc2ncnc(N(C)C3CCCCC3)c12 | 24% | -6%[60.1 µM] | 18% | 0% | -9% | 2%[59 µM] | · | -6% | -10%
42 | CCc1ccc(C2=NN(CCC(=O)NCC3CCCO3)C(=O)CC2)cc1 (stereo unspecified) | 8% | -3% | 28% | 3% | -14% | 26% | -5% | -1% | -14%
43 | CCc1cccc(NC(=O)CC(c2ccc(OC)cc2)N2Cc3ccccc3C2=O)c1 (stereo unspecified) | -7% | -6% | 7% | -20% | -19% | -9%[59 µM] | · | -9% | -1%
44 | O=C(OC(c1ccccc1)c1nccc2ccccc12)c1cccc([N+](=O)[O-])c1 (stereo unspecified) | 37%[activator] | 13% | 1% | ? | 1% | ? | -6% | -4% | -16%
45 | Cc1cc(=O)[nH]c(N/N=C/C2=C(N3CCOCC3)C(=C\c3ccc(Cl)cc3)/CC2)n1 | ? | -18% | ? | 2% | 4% | 7.9µM* | 18% | -3% | ?
46 | O=C(CCC1CCN(C(=O)c2ccco2)CC1)NCc1ccc(F)cc1 | 39%[activator] | -9% | 24% | -9% | -5% | 3% | -17% | -4% | -10%
47 | O=C(Nc1cc([N+](=O)[O-])ccc1C(=O)Nc1cccnc1)c1ccccc1 | ? | -21% | 42% | -13% | -6% | 23% | -3% | -10% | -10%
48 | COc1cc(NC(=O)c2ccc3c(c2)OCO3)c2ncccc2c1 | 7% | 0% | -20% | -1% | -1% | -29%[59 µM] | 6% | -8% | 6%
49 | COc1ccc(NC(=O)COC(=O)CN2C(=O)C3CC=CCC3C2=O)c([N+](=O)[O-])c1 (stereo unspecified) | 48%[activator] | -1% | · | · | · | · | -1% | · | -20%
50 | C=CCN=Cc1c(C)[nH]n(-c2ccccc2)c1=O | 15% | -3% | 17% | -1% | -2% | 0% | 2% | -7% | -8%
51 | CCN(c1ccccc1)S(=O)(=O)c1nnc(NC(=O)COc2cccc(C)c2)s1 | 19% | -1% | 2% | -22% | -8% | 0%[59 µM] | · | 0% | -8%
52 | CC(C)N(Cc1ccccc1)C(=O)c1ccc2nsnc2c1 | -7% | -6% | 2% | 20% | 3% | -7% | 3% | -13% | -8%

Just Pol iota inh (three entries from above):
| no. | Structure | Pol iota inh |
| --- | --- | --- |
| 20 | COc1ccc(-c2csc3ncn(-c4ccccc4)c(=O)c23)cc1OC | 30%[activator] |
| 21 | COc1ccc2cc(C#N)c(SCC(=O)Nc3nonc3C)nc2c1 | 43%[activator] |
| 22 | CC(C)OC(=O)CSc1nnc(-c2ccc(Cl)cc2)n1N | 4% |

These rows are one share of the data. The share of hits here may be higher or lower than overall.
